# CHT allo act: CHT positive allosteric modulators, primary screen, cell-based, membrane potential dye, choline EC20; CHT-expressing cells; active compounds read high; LV-AA mutant CHT in HEK293 cells; B-score at 10 µM; 310,000 tested, 0.49% active;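 active = initial fluorescence not abnormally high and integrated response B-score, plate-corrected, over 3 SD above library mean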
# Target sequence (Q9GZV3 whole entry, looked up): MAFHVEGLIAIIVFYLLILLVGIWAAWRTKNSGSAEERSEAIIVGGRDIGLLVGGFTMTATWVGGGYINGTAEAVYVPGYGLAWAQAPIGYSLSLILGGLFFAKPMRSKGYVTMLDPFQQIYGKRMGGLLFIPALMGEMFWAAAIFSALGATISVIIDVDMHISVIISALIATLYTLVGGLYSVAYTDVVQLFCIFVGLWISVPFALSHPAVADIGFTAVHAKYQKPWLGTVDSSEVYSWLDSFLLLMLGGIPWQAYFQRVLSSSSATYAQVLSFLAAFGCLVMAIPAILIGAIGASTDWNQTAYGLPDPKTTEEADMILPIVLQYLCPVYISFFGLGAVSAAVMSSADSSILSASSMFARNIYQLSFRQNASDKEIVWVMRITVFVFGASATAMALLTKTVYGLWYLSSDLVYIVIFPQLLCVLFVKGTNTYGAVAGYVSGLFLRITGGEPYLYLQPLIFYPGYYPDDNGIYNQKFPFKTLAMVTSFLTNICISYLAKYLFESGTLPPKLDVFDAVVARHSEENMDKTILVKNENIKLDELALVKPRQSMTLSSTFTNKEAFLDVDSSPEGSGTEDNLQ
# CHT block: inhibitors of human choline transporter CHT; 310,000 tested, 0.86% active; High affinity choline transporter 1 (Homo sapiens), Q9GZV3; B-score at 10 µM; CHT-expressing cells, membrane potential dye, choline response; active compounds read low; AID 488975, 2010;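 active = B-score over 3 SD under the library average, and starting fluorescence ratio not unusually high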;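 note: choline stimulus applied at its EC90 after an EC20 pre-addition; B-score computed on integrated fluorescence ratio after choline addition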
# * marks the source's active call; other numbers are inactive results; i = inactive. Outcome played no part in choosing rows; overall some 1.5% were active at least once.
cpd	compound	CHT allo act	CHT block
1	COC(=O)c1cccc(S(=O)(=O)N2CCC(c3nc4ccccc4o3)CC2)c1	i	i
2	CCN(CC)CCCCCC(=O)Nc1ccccc1C(=O)Nc1ccccc1	i	i
3	CCS(=O)(=O)N1Cc2ccccc2CC1C(=O)Nc1cccc(C)c1 (stereo unspecified)	i	i
4	Cn1cccc1C(=O)NC(=O)COC(=O)Cc1coc2ccc3ccccc3c12	i	i
5	COc1ccccc1Nc1nc(N)nc(CSc2nc(C)cc(C)n2)n1	i	i
6	O=C(CCc1nnc(C2CCCCC2)o1)N1CCN(Cc2ccccc2)CC1	i	i
7	CC(C)C(=O)Nc1ccc(N2CCN(c3ccc(F)cc3)CC2)cc1	i	i
8	CCCCn1c(N)c(N(CC(C)C)C(=O)c2cc3c(s2)CCCCC3)c(=O)[nH]c1=O	i	i
9	O=C(NC1CC(=O)N(c2ccccc2)C1)N1CCN(C(=O)c2ccco2)CC1 (stereo unspecified)	i	i
10	CC1(C)CC(=O)C2=C(C1)N(c1cccc(O)c1)C1=C(C2)C(=O)CC(C)(C)C1	i	i
11	Oc1ccc2oc3c(c2c1/C=N/n1cnnc1)CCCC3	i	i
12	CCOc1ccc(NC(=S)N(CCc2c(C)[nH]c3ccccc23)Cc2cccnc2)cc1	i	i
13	COc1ccc(CN(C)CC(=O)Nc2ccc(N3CCOCC3)cc2)cc1OC	i	i
14	c1cncc(-c2nc3ccccc3o2)c1	i	i
15	COc1ccc(C(F)(F)F)cc1N/C=C/c1nnnn1-c1ccc2ccccc2c1	i	i
16	O=C(CN1C(=O)NC2(CCCCC2)C1=O)Nc1ccc(S(=O)(=O)N2CCOCC2)cc1	i	i
17	CCOC(=O)c1[nH]c2ccc(OC)cc2c1NC(=O)c1ccc2c(c1)OCO2	i	i
18	O=C(CCC(=O)OCc1cccc([N+](=O)[O-])c1)Nc1ccc(F)cc1	i	i
19	Cc1cc(C(C)(C)C)oc1C(=O)OCC(=O)NC1CCCCC1	i	i
20	COc1ccc(NC(=O)c2sc(SCc3ccccc3)nc2N)cc1	i	i
21	Clc1cccc(OCCn2cncn2)c1Cl	i	i
22	CCOc1ccc(N2CC(C(=O)NCc3ccccn3)CC2=O)cc1 (stereo unspecified)	i	i
23	O=C(NC(=S)N1CCCC1)c1ccc(Cl)cc1	i	i
24	CC1=CC(C)(C)Nc2ccc(OC(=O)CCN3C(=O)c4ccccc4C3=O)cc21	i	i
25	COc1ccc(CCNCc2ccc(OCc3ccccc3)cc2)cc1	i	i
26	O=C(Nc1n[nH]c(=S)s1)c1ccco1	i	i
27	Cc1ccc(C(=O)NCc2nc3ccccc3[nH]2)o1	i	i
28	COc1ccc(CCNC(=O)CC(=O)N/N=C/c2ccc(Br)cc2)cc1OC	i	i
29	CC(C1CC2CCC1C2)N1CC(O)=C(c2nc3ccccc3[nH]2)C1=N (stereo unspecified)	i	i
30	CCOc1ccc(NC(=O)c2sc(N3CCOCC3)nc2-c2ccccc2)cc1	i	i
31	CC(=O)Nc1cccc2c1C(=O)N(c1ccc(C)cc1)C2=O	i	i
32	O=C(NN1C(=O)c2ccccc2NC1c1ccc([N+](=O)[O-])o1)c1ccc([N+](=O)[O-])cc1 (stereo unspecified)	i	i
33	COc1ccc(C(=O)Nc2cccc(C(=O)NCc3ccccc3)c2)cc1	i	i
34	CCn1c(=O)c(=O)[nH]c2cc(C(=O)NCC3CCCCC3)ccc21	i	i
35	CC1(NC(=O)NCc2ccco2)CCS(=O)(=O)C1 (stereo unspecified)	i	i
36	COC(=O)[C@@H]1Cc2c([nH]c3ccccc23)C(C)(C)N1C(=O)CCl	i	i
37	CS(=O)(=O)c1cccc(NC(=O)C2CCCN2S(=O)(=O)c2ccc(F)cc2)c1 (stereo unspecified)	i	i
38	Cc1noc(COc2ccccc2OCC(N)=O)n1	i	i
39	COc1ccc(CCNC2=NCC(C)S2)cc1 (stereo unspecified)	i	i
40	COc1ccc(C2=NC(C)(C)Cc3cc(OC)c(OC)cc32)cc1OC	i	i

# Some of the entries above, reformatted:
# Below each compound: CHT allo act | CHT block
(30) CCOc1ccc(NC(=O)c2sc(N3CCOCC3)nc2-c2ccccc2)cc1
    i | i
(31) CC(=O)Nc1cccc2c1C(=O)N(c1ccc(C)cc1)C2=O
    i | i

# (list continues)
cpd	compound	CHT allo act	CHT block
41	COc1cc(C(=S)N2CCOCC2)cc(OC)c1OC(=O)c1cc([N+](=O)[O-])cc([N+](=O)[O-])c1	i	i
42	COc1ccc(CNn2c(-c3cccs3)nc3ccccc3c2=O)cc1OC	i	i
43	CCCNC(=O)CN1C(=O)NC(CCSC)C1=O (stereo unspecified)	i	i
44	Cn1c(=O)c(Nc2ccc(Cl)cc2)c2c3c(cccc31)C(=O)c1ccccc1-2	i	i
45	Cc1ccc(Nc2n[nH]c(C)c2[N+](=O)[O-])cc1	i	i
46	O=C(/C=C/c1ccc([N+](=O)[O-])cc1)NCCSCc1ccco1	i	i
47	Cc1ccc(C2(C(F)(F)F)NC(=O)N3C(=C2C#N)Nc2ccccc23)cc1 (stereo unspecified)	i	i
48	O=C(CN1CCC(NC(=O)C2CCCCC2)CC1)NCc1ccco1	i	i
49	COC(c1ccccc1)c1nnc(CCC(=O)N(C)C(C2CC2)C2CC2)o1 (stereo unspecified)	i	i
50	CCC1(C(=O)c2ccccc2)C(c2cccc([N+](=O)[O-])c2)C1(C(=O)OC)C(=O)OC (stereo unspecified)	i	i
51	Cn1c(=O)[nH]c2nc[nH]c2c1=O	i	i
52	Cc1cc2cc(CNC(=S)NC3CCCCC3)ccc2n1C	i	i
53	COC(=O)Cc1nnc(Nc2cccc(C)c2)c2ccccc12	i	i
54	COc1ccc(C(C(=O)NC2CCCCC2)N(C(=O)CCl)c2ccc(C)cc2)cc1 (stereo unspecified)	i	i
55	O=C(c1ccccc1)N1CN2CN(C(=O)c3ccccc3)CC([N+](=O)[O-])(C2)C1	i	i
56	Cc1ccc(CNC(=O)COC(=O)C2CCN(S(=O)(=O)c3cccs3)CC2)cc1	i	i
57	Cc1cccc(CNC(=O)c2cc(S(=O)(=O)N3CCOCC3)cn2C)c1	i	i
58	CC(=O)c1c(C)nn(CC(O)Cn2c3c(c4cc(C)ccc42)CCCC3=O)c1C (stereo unspecified)	i	i
59	O=C(NCCCO)NC12CC3CC(CC(C3)C1)C2	i	i
60	O=C(NC1CCCCC1)C(c1ccc(F)cc1)N(C(=O)c1csnn1)C1CCCC1 (stereo unspecified)	i	i

# Sorted by SMILES length (highest first): part of the list above
cpd	compound	CHT allo act	CHT block
50	CCC1(C(=O)c2ccccc2)C(c2cccc([N+](=O)[O-])c2)C1(C(=O)OC)C(=O)OC (stereo unspecified)	i	i
44	Cn1c(=O)c(Nc2ccc(Cl)cc2)c2c3c(cccc31)C(=O)c1ccccc1-2	i	i
54	COc1ccc(C(C(=O)NC2CCCCC2)N(C(=O)CCl)c2ccc(C)cc2)cc1 (stereo unspecified)	i	i
49	COC(c1ccccc1)c1nnc(CCC(=O)N(C)C(C2CC2)C2CC2)o1 (stereo unspecified)	i	i

# (further entries)
cpd	compound	CHT allo act	CHT block
61	Cc1ccc(CN2CCC(n3nccc3NC(=O)CCCc3ccccc3)CC2)o1	i	i
62	CS(=O)(=O)c1ccccc1C(=O)Nc1cc2c(cc1C(=O)O)OCCCO2	i	i
63	CCN(CC)S(=O)(=O)c1cc(C(=O)O)c(Cl)cc1Cl	i	i
64	COc1cccc(C(=O)NCCS(=O)(=O)N2CCCC2)c1	i	i
65	Nc1c(S(=O)(=O)c2cc(Cl)ccc2Cl)c2nc3ccccc3nc2n1CCN1CCOCC1	i	i
66	CCOC(=O)C1=C(COC(=O)C2(C)CC2(Cl)Cl)NC(=O)NC1c1ccc(OC)cc1 (stereo unspecified)	i	i
67	CCn1cc(C(=O)NCCC(=O)OC)c(=O)c2cc3c(cc21)OCO3	i	i
68	CCC(C(=O)NCC1CCCO1)N(Cc1ccc(F)cc1)C(=O)CNS(=O)(=O)c1ccccc1 (stereo unspecified)	i	i
69	Cc1ccccc1CC(=O)NCc1cccnc1	i	i
70	Cn1c(=O)[nH]c(NC2CCCCC2)c(N=O)c1=O	i	i
71	CCOc1ccc(NC(=O)COc2nsnc2N2CCCCC2)cc1	i	i
72	CN1CCN(c2nc3c(c(=O)[nH]c(=O)n3C)n2CCSc2nc3ccccc3s2)CC1	9.2*	i
73	Cc1ccc(NC(=S)N(Cc2cccc(Br)c2)CC2CCC(C(=O)O)CC2)cc1 (stereo unspecified)	i	i
74	Cc1ccccc1N1C(=O)CC(N(O)c2ccccc2)C1=O (stereo unspecified)	i	i
75	CC1CCc2sc3ncnc(N4CCN(CCO)CC4)c3c2C1 (stereo unspecified)	i	i
76	Cc1ccc(NC(=S)N(Cc2ccc(Cl)cc2)Cc2ccc(C(=O)O)cc2)cc1Cl	i	i
77	CC(C)[C@H](NC(=O)Nc1ccc(Oc2ccccc2)cc1)C(=O)O	i	i
78	Cc1ccc(N(CC(=O)Nc2ccc(C)cn2)S(=O)(=O)c2c(C)nn(C)c2C)cc1	i	i
79	NC(=O)CSc1nc2ccccc2c(=O)n1CCc1ccccc1	i	i
80	COC(C/C=C/C(=O)[C@H](C)OCc1ccccc1)OC	i	i
81	CC(C)Oc1ccc(C(=O)OCC(=O)NCCNC(=O)COC(=O)c2ccc(OC(C)C)cc2)cc1	i	i
82	CN(C)CCCNc1ccc(-c2nn(C)c(=O)c3ccccc23)cc1[N+](=O)[O-]	i	i
83	CN(CCc1ccccc1)C1CCCN(S(=O)(=O)CC(F)(F)F)C1 (stereo unspecified)	i	i
84	COc1ccc(OCC(=O)N2CCN(C(=O)COc3ccccc3)CC2)cc1	i	i
85	FC(F)(F)c1cccc(Oc2nc(-c3ccccc3)nnc2C(F)(F)F)c1	i	i
86	CC(=O)NCC(=O)N1CCCC(C(=O)c2ccc(Oc3ccccc3)cc2)C1 (stereo unspecified)	i	i
87	Cc1ccc(C(=O)N/C(=C/c2ccco2)C(=O)O)cc1	i	i
88	CCCC[C@@H](CNC)NC[C@H](NCCCCC1CCCCC1)C(C)C	i	i
89	Cn1c(=O)n(C)c2cc(/C=C3/SC(=O)N(CC(=O)N4CCOCC4)C3=O)ccc21	i	i
90	CCCNC(=S)Nc1ccc(Br)cc1	i	i
91	CCCCCc1cc(=O)oc2c(C(CCN(CC)CC)c3ccc(OC)cc3)c(OC)cc(OC)c12 (stereo unspecified)	i	i
92	Cc1ccccc1SCCNC(=O)c1ccccc1Br	i	i
93	COc1cc(OC)c(Cl)cc1N	i	i
94	O=C(Cc1csc(NC(=O)Nc2cccc(Cl)c2)n1)NC1CCCC1	i	i
95	CCc1nnc(NC(=O)CSc2nnc(CSc3nc(C)cc(C)n3)n2C)s1	i	i
96	CCOc1ccc(N2C(=O)CC(Sc3nccc(C)n3)C2=O)cc1 (stereo unspecified)	i	i
97	CC1CN(C(=O)c2ccc(COc3ccc4ccccc4c3)o2)CC(C)O1 (stereo unspecified)	i	i
98	CC(C)c1nc(SCC(=O)Nc2nccs2)c2ccccc2n1	i	i
99	CCCC(C(=O)NCCC(C)C)N(Cc1ccc(F)cc1)C(=O)c1snc(C(N)=O)c1N (stereo unspecified)	i	i
100	CC(=O)c1cccc(NC(=S)N2CCC(Cc3ccccc3)CC2)c1	i	i

# One compound at a time, as listed above:
# Cn1c(=O)n(C)c2cc(/C=C3/SC(=O)N(CC(=O)N4CCOCC4)C3=O)ccc21 as listed: CHT allo act = i; CHT block = i
# COc1cc(OC)c(Cl)cc1N as listed: CHT allo act = i; CHT block = i
# CCOc1ccc(N2C(=O)CC(Sc3nccc(C)n3)C2=O)cc1 (stereo unspecified) as listed: CHT allo act = i; CHT block = i

# New compounds follow
cpd	compound	CHT allo act	CHT block
101	CCO[C@@H]1OC(C(=O)O)=C[C@H](c2csc3ccccc23)[C@H]1CCCO	i	i
102	CCOC(=O)C1(Cc2cccc(Cl)c2)CCCN(C(=O)c2cccnc2)C1 (stereo unspecified)	i	i
103	CCN(CC(=O)Nc1ccc(NC(C)=O)cc1)C(=O)c1cc(CN2C(=O)c3ccccc3C2=O)ccc1OC	i	i
104	COc1ccccc1Nc1nc(N)nc(CN2CCC(Cc3ccccc3)CC2)n1	i	i
105	CCSC1=NC2(CCCCC2)Nc2sc3c(c21)CCCC3	i	i
106	CCCN1CCN(C(=O)c2cc(COc3ccc(F)cc3F)on2)CC1	i	i
107	O=C(CN1CCC(C(=O)c2ccc(F)cc2)CC1)Nc1ccc(F)cc1	i	i
108	CCC1(C)Cc2ccccc2-c2nc3n(c(=O)c21)CC(C(=O)O)S3 (stereo unspecified)	i	i
109	Cc1ccc(C)c(OCc2cc(C(=O)N3CCN(c4ccccc4)CC3)no2)c1	i	i
110	CCn1c(SCC(=O)Nc2ccc3c(c2)oc2ccccc23)nnc1-c1ccc(N)cc1	i	i
111	N#CCC(=N)N1CCN(c2ccccc2Cl)CC1	i	i
112	COc1ccc(N2C(=O)C3CCCN3C2c2ccc(C)cc2)cc1 (stereo unspecified)	i	i
113	Cc1c(CN2CCN(c3cccc(C(F)(F)F)c3)CC2)c(=O)n(-c2ccccc2)n1C	i	i
114	Cc1ccc(CNC(=O)c2cc(Cl)cc(Cl)c2)n1C	i	i
115	COc1cccc(Oc2nc3ncn(Cc4ccccc4)c3c(=O)n2C)c1	i	i
116	COC(=O)N1CCN(S(=O)(=O)c2ccc(F)cc2)CC1	i	i
117	CN(C)S(=O)(=O)c1cccc(NC(=O)CCCc2nc3ccccc3c(=O)[nH]2)c1	i	i
118	COc1ccc(/C=C/C(=O)NCc2ccccn2)cc1	i	i

# Structures shown so far containing a cyano group (two):
cpd	compound	CHT allo act	CHT block
47	Cc1ccc(C2(C(F)(F)F)NC(=O)N3C(=C2C#N)Nc2ccccc23)cc1 (stereo unspecified)	i	i
111	N#CCC(=N)N1CCN(c2ccccc2Cl)CC1	i	i

# High-throughput results: PubChem, Johns Hopkins Ion Channel Center
